Vif-APOBEC3G blk – inhibitors of Vif-APOBEC3G interaction. hit rate 0.076% among 410,000. Q9HC16. Potency, µM (titrated, usually from 46.1 µM), for inactives: at the top dose activity, negative = active, usual class: inhibitors. HeLa A3G-eYFP + Vif (tagged APOBEC3G with the HIV-1 protein that degrades it), YFP fluorescence, overnight. AID 602310;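 further: potency means the concentration at half of the fitted maximal effect; on the % scale 0 is the no-effect control and ±100 the full control effect; nearly all actives have a fitted effect of over 60% in size; hits raise eYFP signal because A3G escapes Vif-driven loss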
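HeLa cells stably expressing Vif and C-terminally eYFP-tagged A3G, seeded overnight at 37 deg C, then exposed to compound by pintool overnight at 37 deg C. Rise in yellow fluorescence (Ex 488/Em 500-530, Acumen) marks blocked Vif-driven A3G degradation.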
D1 antag – blocks dopamine activation of the human D1 receptor; P21728; HEK293 TREx D1 cells, calcium flux, dopamine EC80; active compounds read low; activity change, negative = inhibition, % at 10 µM; hit rate 3.2% among 360,000; AID 504652; in the data active means activity change below about -30%; further: on the % scale 0 is the no-effect control and ±100 the full control effect
Target sequence (P21728 whole entry, looked up): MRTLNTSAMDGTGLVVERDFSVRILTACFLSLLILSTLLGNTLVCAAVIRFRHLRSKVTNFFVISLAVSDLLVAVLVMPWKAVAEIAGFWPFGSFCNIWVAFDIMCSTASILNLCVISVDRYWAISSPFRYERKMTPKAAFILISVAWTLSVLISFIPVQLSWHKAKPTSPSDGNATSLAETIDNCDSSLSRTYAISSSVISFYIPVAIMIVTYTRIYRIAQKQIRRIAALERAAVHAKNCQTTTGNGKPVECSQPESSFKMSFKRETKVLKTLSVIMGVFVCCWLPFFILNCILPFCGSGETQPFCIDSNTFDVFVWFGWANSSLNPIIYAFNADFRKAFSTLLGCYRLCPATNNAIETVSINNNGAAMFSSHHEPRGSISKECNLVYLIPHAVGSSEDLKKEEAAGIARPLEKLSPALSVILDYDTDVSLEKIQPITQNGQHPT
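Tetracycline-induced HEK293 Trex D1 cells, force-coupled to calcium, dye-loaded; compounds added and read 180 s, then EC80 dopamine added and calcium flux tracked kinetically another 180 s.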
Glioma ERSR ind – inducers of ER stress response in human glioma cells; U87-MG GRP78 promoter luciferase reporter, 16 h; Potency, µM, for inactives: at the highest dose activation, most hits filed as activators; hit rate 0.02% among 420,000; further: potency means the concentration at half of the fitted maximal effect; series mostly up to about 76 µM; % of control where 0% means no effect; nearly all actives have a fitted effect of over 35% in size
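ERSR induction read as luciferase luminescence (Bright-Glo, 10 min at room temperature) in stably transfected human U87-MG glioma cells exposed to compounds for 16 h, using GRP78 as sensor.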
Vif-APOBEC3F blk – inhibitors of Vif-A3F interaction. hit rate 0.2% among 390,000. Potency, µM (series often up to 46.1 µM), inactives show at the top dose activity, negative = active. HeLa A3F-eYFP + Vif (tagged APOBEC3F with the HIV-1 protein that degrades it), YFP fluorescence increase. AID 602313; further: potency means the concentration at half of the fitted maximal effect; % of control where 0% means no effect; nearly all actives have a fitted effect of over 65% in size
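HeLa cells stably expressing Vif plus C-terminally eYFP-tagged A3F were seeded, incubated overnight at 37 deg C, dosed with compound, incubated overnight again at 37 deg C. Yellow fluorescence (Ex 488/Em 500-530) reported blocked Vif-mediated A3F-eYFP degradation.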
RXFP1 antag – blocks the human relaxin receptor RXFP1 | HEK293-RXFP1, relaxin-stimulated cAMP HTRF, 30 min; active compounds read low | activity change, negative = inhibition, % at 57.5 µM | hit rate 0.59% among 350,000 | AID 1259400;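 active means activity change of -60% or lower, but not beyond a set lower limit; inconclusive means change between -60% and -40%, or beyond the set limit; inactive means change above -40%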; further: on the % scale 0 is the no-effect control and ±100 the full control effect
D2 PAM – positive allosteric modulators of human D2 dopamine receptor; HEK293 T-REx D2, calcium flux, EC20 dopamine potentiation; potentiation, % at 10 µM; AID 485347; hit rate 0.34% among 340,000;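 active means potentiation over 3 SD above the plate norm, cut at about 30% in these data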; further: 0% is about no effect
Target sequence (P14416 whole entry, looked up): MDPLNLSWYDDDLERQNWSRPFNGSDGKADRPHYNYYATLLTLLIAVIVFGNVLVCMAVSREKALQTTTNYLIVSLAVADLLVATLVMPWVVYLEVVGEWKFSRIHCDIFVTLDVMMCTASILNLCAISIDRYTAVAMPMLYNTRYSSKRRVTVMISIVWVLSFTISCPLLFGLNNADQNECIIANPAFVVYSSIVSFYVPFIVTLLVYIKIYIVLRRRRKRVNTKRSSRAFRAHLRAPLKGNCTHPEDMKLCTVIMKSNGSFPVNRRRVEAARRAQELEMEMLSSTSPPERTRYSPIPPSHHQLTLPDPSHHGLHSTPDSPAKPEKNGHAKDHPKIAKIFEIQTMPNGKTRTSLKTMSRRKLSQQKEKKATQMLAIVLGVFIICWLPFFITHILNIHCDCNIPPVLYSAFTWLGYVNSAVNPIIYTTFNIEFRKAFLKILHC
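Potentiation of an EC20 dopamine calcium response measured kinetically over 180 s, after a preceding 180 s compound-only read flagging agonists. Cells: inducible Hek293 Trex D2 line, 4000/well, cultured overnight at 30 C before dye loading.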
D1 PAM – human D1 dopamine receptor positive modulation | P21728 | hit rate 0.036% among 360,000 | HEK293 TREx D1 cells, calcium flux, dopamine EC20 potentiation | potentiation, % at 10 µM; in the data active means potentiation above about 30%; further: 0% is about no effect
D1 agonist – human D1 receptor agonism. hit rate 1% among 360,000. activation, % at 2 µM. AID 504660. HEK293 T-REx D1 cells, calcium flux, agonist mode. P21728; in the data active means activation above about 30%; further: 0% is about no effect
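Tetracycline-induced HEK293 TREx D1 cells, force-coupled to calcium signalling, were dye-loaded with a no-wash calcium kit. Compound was pin-added after a 10 s baseline. Fluorescence was read kinetically at 1 cycle/s for 180 s, with calcium rises flagged as agonism.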
RXFP1 agonist – RXFP1 (human) receptor agonism | Potency, µM (top dose mostly 57.5 µM), for the others: top-dose activation, actives largely listed as activators | Q9HBX9 | AID 2676 | HEK293T-RXFP1 cAMP TR-FRET, 30 min; response scale: percent of porcine relaxin response, buffer zero | hit rate 0.3% among 370,000; further: potency means the concentration at half of the fitted maximal effect; on the % scale 0 is the no-effect control and ±100 the full control effect; nearly all actives have a fitted effect of over 60% in size; many of its hits are not listed in these tables
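Agonist response is measured as cAMP accumulation in an RXFP1-transfected HEK293T line under PDE4 inhibition. Values are scaled between buffer-only and 29 nM porcine relaxin, and EC50s come from standard Hill equation fits.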
Numbers without * were called inactive; ? = inconclusive; . = no result given; & = joins results of further samples. Unless noted, the call rests on the fitted dose curve; in most records, active means well fitted curve in the direction sought with a large enough effect; inconclusive means small, poorly fitted or top-dose-only effect, or another doubt; inactive means no such curve, though single readings can be large; an effect the other way counts as inactive or inconclusive.

No.	Molecule	RXFP1 antag	D2 PAM	Vif-APOBEC3F blk	Vif-APOBEC3G blk	D1 antag
1	CC(=O)C1=C(O)C(=O)N(c2cc(C(C)(C)C)on2)C1c1ccc(C(C)C)cc1 (configuration not stated)	7.7	12.2	-6.5%	0.6%	18.0
2	CCOc1ccc(N(Cc2ccc(OC)c(OC)c2)C(=O)c2ccco2)cc1	-4.4	-4.6	2.6%	1.0%	-11.3
3	c1ccc2oc(NC3=NCN(CC4CCCO4)CN3)nc2c1 (configuration not stated)	-15.4	-0.1	.	3.5%	-4.5
4	CCOc1ccccc1/C=C(\C#N)C(=O)NC1CC1	4.0	.	9.3%	0.1%	.
5	CC(=O)N1c2ccc(S(=O)(=O)NCC3CCC(C(=O)NC4CCCCC4)CC3)cc2CC1C (configuration not stated)	3.6	-2.4	-0.8%	-0.6%	7.3
6	Cc1nc2ccccc2nc(C)c1=NOCC(=O)N(c1ccccc1)C(C)C	-14.1	1.5	-7.7%	-8.4%	-8.8
7	CC1CCCC(C)N1CCNC(=O)CCc1nnc2n(Cc3ccccc3)c(=O)c3ccccc3n12 (configuration not stated)	-12.9	1.3	-6.4%	-0.6%	-2.6
8	C/C(=N\NC(=O)CCC(=O)Nc1ccc(C)c(C)c1)C1CC1	-2.3	-5.5	2.7%	-0.3%	-11.2
9	C[C@]12CCC(=O)C=C1CC[C@@H]1[C@@H]2[C@@H](O)C[C@@]2(C)[C@H]1CC[C@]2(O)C(=O)COC(=O)CCC(=O)O	7.5	13.6&5.3	-0.2%&4.5%	2.1%&3.4%	6.5&-1.7
10	O=c1c2ccccc2ncn1-c1ccc([N+](=O)[O-])cc1Cl	13.4	-2.8	2.8%	-0.3%	3.3
11	Cc1ccc(S(=O)(=O)c2c(C)nn(C(C)(C)C)c2OC(=O)C2CCCC2)cc1	-25.1	16.9	0.1%	-9.5%	24.7
12	COC(=O)c1ccccc1NC(=O)Cn1c(-c2nonc2N)nc2ccccc21	-7.2	.	?	?	-67.5*
13	O=C(CSc1nc(=O)n(CCCN2CCOCC2)c2c1CCC2)Nc1cccc(F)c1	16.5	4.1	-14.3%	-1.7%	-9.7
14	Cc1ccc(-c2nc3ccccc3[nH]2)cc1NC(=O)c1ccc2c(c1)OCO2	10.0	15.9	0.4%	-0.5%	-12.2
15	COc1ccc(NC(=O)CN(C)C(=O)/C=C/c2ccc(OCc3ccccc3)cc2)cc1	-2.1	-4.3	-6.2%	-9.0%	-14.8

No.	RXFP1 agonist	D1 agonist	Glioma ERSR ind	D1 PAM
1	0.5%	2.1	-1.4%	-2.2
2	-0.6%	3.5	-1.3%	2.9
3	1.8%	-0.3	-5.1%	-5.2
4	.	.	-0.2%	.
5	0.2%	1.7	-2.9%	-8.2
6	2.3%	3.6	-0.5%	-6.7
7	?	3.7	-6.1%	0.3
8	1.0%	2.7	1.5%	-4.5
9	3.7%&2.0%	0.8&-0.1	0.0%&-2.6%&-3.2%	1.4&2.9
10	-0.6%	1.1	-2.6%	-4.8
11	1.5%	9.5	-7.0%	-3.5
12	4.7%	0.4	-3.3%	-10.4
13	2.0%	6.1	-1.0%	0.3
14	-4.3%	1.6	2.2%	-4.3
15	-0.4%	5.3	-6.3%	-5.6

Four compounds already listed, ordered by the value under D2 PAM, rising:
#	canonical_smiles	D2 PAM
8	C/C(=N\NC(=O)CCC(=O)Nc1ccc(C)c(C)c1)C1CC1	-5.5
3	c1ccc2oc(NC3=NCN(CC4CCCO4)CN3)nc2c1 (configuration not stated)	-0.1
13	O=C(CSc1nc(=O)n(CCCN2CCOCC2)c2c1CCC2)Nc1cccc(F)c1	4.1
14	Cc1ccc(-c2nc3ccccc3[nH]2)cc1NC(=O)c1ccc2c(c1)OCO2	15.9

Full records as entered above.
O=C(CSc1nc(=O)n(CCCN2CCOCC2)c2c1CCC2)Nc1cccc(F)c1 is entered as RXFP1 antag = 16.5; D2 PAM = 4.1; Vif-APOBEC3F blk = -14.3%; Vif-APOBEC3G blk = -1.7%; D1 antag = -9.7; RXFP1 agonist = 2.0%; D1 agonist = 6.1; Glioma ERSR ind = -1.0%; D1 PAM = 0.3
Cc1ccc(S(=O)(=O)c2c(C)nn(C(C)(C)C)c2OC(=O)C2CCCC2)cc1 is entered as RXFP1 antag = -25.1; D2 PAM = 16.9; Vif-APOBEC3F blk = 0.1%; Vif-APOBEC3G blk = -9.5%; D1 antag = 24.7; RXFP1 agonist = 1.5%; D1 agonist = 9.5; Glioma ERSR ind = -7.0%; D1 PAM = -3.5

More structures.
No.	Molecule	RXFP1 antag	D2 PAM	Vif-APOBEC3F blk	Vif-APOBEC3G blk	D1 antag
16	O=C(N/N=C(\Cc1ncc[nH]1)c1ccccc1)c1ccncc1	20.1	.	1.6%	-7.6%	-1.6
17	COc1cc(NC(=O)Cn2c(=O)n(Cc3ccco3)c(=O)c3sc4ccccc4c32)cc(OC)c1	.	-1.3	-8.1%	1.5%	-0.7
18	O=C(Nc1ccc(N2CCCCC2)c(Cl)c1)c1cccnc1	-5.1	-7.6	1.0%	-5.7%	-18.9
19	COc1cccc(C(C(=O)NC(C)(C)C)N(Cc2ccco2)C(=O)CCC(=O)Nc2cc(C)on2)c1OC (configuration not stated)	10.3	-3.6	0.4%	-9.1%	-0.5
20	COc1cccc(-n2cnc3sc(-c4ccccc4)cc3c2=O)c1	2.6	.	-8.7%	-2.2%	.
21	CC(C)(C)c1ccc(OCc2nc3ccccc3n2CCOc2ccccc2)cc1	-18.6	4.9	3.4%	-0.4%	5.9
22	Cc1[nH]c2ccccc2c1/C=N/NC(=O)c1cc(-c2ccncc2)nc2ccccc12	5.5	-5.2	2.1%	?	-42.6*
23	O=C1c2ccccc2C(=O)C12OC2c1cccc2ccccc12 (configuration not stated)	-7.1	11.7	1.9%	-2.5%	8.2
24	CC1CCN(c2ccc(C(F)(F)F)cc2N)CC1	-16.8	0.0	-19.5%	-3.4%	11.7
25	COc1ccc(Cl)cc1NS(=O)(=O)c1cccc(C(=O)N2CC(C)OC(C)C2)c1 (configuration not stated)	-6.1	-3.1	7.7%	1.7%	-4.6
26	N#Cc1ccc(-c2csc(NNC(=O)c3ccc(Br)cc3)n2)cc1	-18.9	1.3	1.3%	-4.5%	-19.6
27	O=c1sc2ccccc2c(N2CCN(c3ccccc3)CC2)c1[N+](=O)[O-]	-7.8	-15.6	1.3%	-2.0%	-7.8
28	O=C(NC1CCCc2ccccc21)c1cc(S(=O)(=O)N2CCOCC2)ccc1F (configuration not stated)	-4.1	2.5	4.3%	-10.6%	-23.7
29	Cc1cc(C)cc(Nc2cc(C(=O)NC3CCCCC3)c3ccccc3n2)c1	.	9.3	-1.4%	4.9%	3.6
30	CCOc1cccc(N2C(=O)CC(N3CCN(c4ccc(S(=O)(=O)CC)cc4)CC3)C2=O)c1 (configuration not stated)	8.9	14.6	-7.6%	2.7%	7.6

No.	RXFP1 agonist	D1 agonist	Glioma ERSR ind	D1 PAM
16	1.5%	3.2	-0.5%	-3.5
17	?	1.5	-2.5%	-2.8
18	-0.3%	2.3	3.3%	-3.8
19	1.0%	8.2	-2.0%	13.3
20	.	.	0.4%	.
21	2.4%	23.6	-1.0%	-0.1
22	5.0%	1.4	1.7%	-17.1
23	1.3%	-1.3	-7.5%	-2.3
24	0.9%	8.6	-1.4%	-1.5
25	-0.9%	5.9	-2.8%	.
26	-0.7%	5.2	-3.3%	-3.6
27	0.1%	1.5	-2.8%	-2.7
28	-0.5%	7.5	-2.9%	-6.7
29	?	-0.1	-2.5%	-1.6
30	0.5%	-0.1	-3.7%	0.5

Remaining list, next part:
No.	Molecule	RXFP1 antag	D2 PAM	Vif-APOBEC3F blk	Vif-APOBEC3G blk	D1 antag
31	COc1ccc(-c2[nH]c(-c3ccccc3)nc2SCC(=O)Nc2ccc3c(c2)OCO3)cc1	-25.3	-14.4	-10.2%	?	-12.5
32	COc1ccc(CCC(=O)NCC(=O)OCc2ccccc2)cc1	1.1	-1.8	-12.2%	-3.3%	0.8
33	CN(C)S(=O)(=O)c1ccc(N2CCCC2)c(C(=O)OCC(=O)NC2(C#N)CCCCC2)c1	-16.7	5.9	-11.0%	0.6%	-2.7
34	CCOc1ccc(-c2nc(CSCC(=O)NCCN3CCOCC3)c(C)o2)cc1	7.5	-7.7	2.8%	-0.4%	5.0
35	CCCOc1ccc(C(=O)NCC(c2ccco2)N(C)C)cc1OC (configuration not stated)	-2.8	-21.7	-3.9%	-3.8%	1.5
36	COc1ccc(S(=O)(=O)N2CCC(NC(=O)N3CCOCC3)CC2)cc1	-14.6	-2.3	-27.1%	-9.6%	-20.5
37	Cc1cc(-c2nc3ncccc3o2)ccc1NC(=S)NC(=O)c1ccco1	-29.8	-3.0	8.5%	-1.8%	-7.0
38	COC(CSc1ncnc2c1oc1nc3c(cc12)COC(C)(C)C3)OC	-6.9	6.2	-3.1%	2.1%	-0.3
39	CCc1nc2c(cnn2-c2ccc(C)cc2)c(=O)n1-c1ccc(C)cc1	.	-12.9	-0.3%	0.0%	-9.0
40	O=C(CSc1nc2ccccc2c(=O)[nH]1)Nc1ccccc1C(F)(F)F	-4.1	-2.2	-0.4%	2.5%	-5.9
41	O=C(c1ccc(F)cc1)N1CCC(c2nc3ccccc3o2)CC1	-14.7	14.7	7.6%	-5.2%	8.9

No.	RXFP1 agonist	D1 agonist	Glioma ERSR ind	D1 PAM
31	-0.4%	0.2	-7.9%	-1.4
32	0.7%	0.0	-2.9%	-5.1
33	-0.1%	-0.1	-0.1%	3.1
34	0.7%	0.2	-6.0%	-1.0
35	-0.1%	3.2	3.5%	-4.2
36	-0.8%	1.1	-3.2%	-7.8
37	8.7%	0.8	0.7%	0.4
38	2.4%	2.9	-3.2%	-1.9
39	2.6%	5.8	-1.5%	-2.1
40	-0.7%	3.5	-4.8%	5.1
41	0.8%	0.9	-1.3%	-0.2

Screening results (PubChem BioAssay)

This is a subset, so the mix of outcomes need not match the whole.
